Source: PubChem
phage Ecoli inh = E. coli growth loss with phage present | growth absorbance | inhibition, % at 11.9 µM | 0.26% of 360,000 active | AID 651602; in the data active = inhibition above about 11%
Ecoli viability = counter-screen for AddAB inhibitors: E. coli growth inhibition | E. coli V3065 growth, OD600 absorbance, 18 h | inhibition, % at 11.9 µM | 0.27% of 330,000 active;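 active = inhibition above the campaign's mean inhibition across all tested compounds plus 3 SD, cut at about 9.9% in these data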;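 also: uninfected addAB+ strain grown without phage in ampicillin broth; 0% = DMSO wells and 100% = ciprofloxacin 0.95 µg/ml wells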
Rtt109 Vps75 = inhibitors of Candida albicans Rtt109/Vps75 histone acetyltransferase. 0.16% of 330,000 active. inhibition, % at 34.9 µM. purified Rtt109/Vps75, ThioGlo CoA-SH fluorescence, 4 h;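 active = inhibition of at least 50% in every replicate; inconclusive = best replicate reaches 50% inhibition but some replicates fall short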
Target sequence (Q5AAJ8 whole entry, looked up): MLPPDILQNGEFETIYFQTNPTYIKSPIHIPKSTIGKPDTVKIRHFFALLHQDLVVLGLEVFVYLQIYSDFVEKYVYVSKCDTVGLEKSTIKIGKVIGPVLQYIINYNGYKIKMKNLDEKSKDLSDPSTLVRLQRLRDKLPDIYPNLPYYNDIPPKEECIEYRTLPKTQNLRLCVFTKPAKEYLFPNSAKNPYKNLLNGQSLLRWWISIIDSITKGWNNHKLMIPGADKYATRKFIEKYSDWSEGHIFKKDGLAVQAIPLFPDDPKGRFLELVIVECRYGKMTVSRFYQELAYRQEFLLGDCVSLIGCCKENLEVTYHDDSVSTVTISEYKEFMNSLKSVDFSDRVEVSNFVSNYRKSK
Tat export inh = E. coli Tat transport inhibition; E. coli MC4100 TorA-mCherry Tat export, fluorescence; inhibition, % at 10 µM; 0.036% of 340,000 active; AID 488895;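 active = mean replicate inhibition at least 50% and at least half of replicates individually reaching 50%; inconclusive = only one of the two criteria met; inactive = neither criterion met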;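 also: exported cargo escapes ClpAP degradation while cytoplasmic cargo is degraded and loses fluorescence; 0% = median of neutral control wells and 100% = median of NaSCN control wells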
Wnt bcat act = activators of Wnt/beta-catenin signaling | AID 743398 | 1.2% of 300,000 active | activation, % at 9.35 µM | Wnt/beta-catenin reporter cell assay, activator, plate reader; in the data active = activation above about 30%, passing the limit was not always enough; inconclusive = no clear call, values can overlap the other calls;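 also: 0% = neutral control wells and 100% = positive control wells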
PfHsp90 yeast 2 = growth inhibition of yeast expressing Plasmodium Hsp90. inhibition, % at 9.4 µM. S. cerevisiae expressing PfHsp90, BacTiter-Glo ATP, 48 h; yeast lacking PDR1 and PDR3 efflux regulators. AID 504621. 0.32% of 310,000 active;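 active = every replicate shows inhibition above about 80%, whatever the replicate mean, limit read from the data; inconclusive = mean inhibition reaches the set limit but some replicate falls short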;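 also: 0% = DMSO neutral controls and 100% = 20 µM radicicol positive controls; yeast relying on Plasmodium falciparum Hsp90 in place of its own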
CAL PDZ FP = human CAL PDZ-peptide interaction inhibition. Q9HD26. purified CAL PDZ, TMR-peptide fluorescence polarization, 1 h. inhibition, % at 20 µM. 0.02% of 330,000 active. AID 504414;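 active = highest replicate inhibition of at least 40%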;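 also: plate controls were DMSO neutral control wells for no effect and unlabeled competitor peptide control wells for full effect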
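material = purified tagged CAL PDZ domain construct (CerCALP) | compound dosing = 20 µM, one dose | times = 1 h at RT | measured by = fluorescence polarization from S- and P-plane intensities, G-factor corrected | read-out = inhibition from polarization loss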
DAGLB inh = blocks human DAGLB lipase activity; 0.059% of 340,000 active; inhibition, % at 5.17 µM; HEK293T DAGLB membrane lysate, EnzChek fluorogenic substrate; Q8NCG7; in the data active = inhibition above about 34%;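 also: 0% = enzyme with vehicle and 100% = wells lacking enzyme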
Target sequence (Q8NCG7 whole entry, looked up): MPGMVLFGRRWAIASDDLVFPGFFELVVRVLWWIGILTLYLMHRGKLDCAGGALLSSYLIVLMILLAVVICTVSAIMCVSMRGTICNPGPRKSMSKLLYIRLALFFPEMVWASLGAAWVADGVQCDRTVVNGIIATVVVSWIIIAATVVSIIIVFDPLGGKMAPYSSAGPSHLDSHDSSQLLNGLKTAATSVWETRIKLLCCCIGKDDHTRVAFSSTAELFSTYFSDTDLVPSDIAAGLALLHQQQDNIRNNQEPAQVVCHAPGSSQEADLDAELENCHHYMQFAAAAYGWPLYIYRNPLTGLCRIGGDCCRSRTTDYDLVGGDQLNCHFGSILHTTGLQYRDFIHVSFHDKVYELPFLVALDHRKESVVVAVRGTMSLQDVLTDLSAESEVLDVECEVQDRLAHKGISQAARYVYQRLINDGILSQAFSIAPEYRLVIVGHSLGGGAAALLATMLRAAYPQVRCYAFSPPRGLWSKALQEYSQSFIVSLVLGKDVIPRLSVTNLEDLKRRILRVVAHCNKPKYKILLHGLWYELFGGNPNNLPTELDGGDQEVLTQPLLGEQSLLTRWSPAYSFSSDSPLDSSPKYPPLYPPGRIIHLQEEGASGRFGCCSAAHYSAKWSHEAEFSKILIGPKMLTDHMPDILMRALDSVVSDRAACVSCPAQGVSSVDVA
PvdQ inh = P. aeruginosa PvdQ acylase inhibition | purified PvdQ acylase, fluorescence plate reader | inhibition, % at 10 µM | AID 488965 | 0.063% of 340,000 active; in the data active = inhibition above about 30%, passing the limit was not always enough; inconclusive = no clear call, values can overlap the other calls;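 also: 0% = vehicle neutral wells and 100% = reference inhibitor wells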
AddAB inh = less growth of phage-infected E. coli with AddAB | AID 435030 | E. coli expressing H. pylori AddAB, absorbance growth | inhibition, % at 11.9 µM | 0.29% of 330,000 active; in the data active = inhibition above about 12%;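 also: 0% = vehicle wells of infected cells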
* marks the source's active call; other numbers are inactive results; ? = inconclusive; nt = not tested or not shown.

SMILES	PvdQ inh	phage Ecoli inh	Tat export inh	PfHsp90 yeast 2	Ecoli viability	AddAB inh	Wnt bcat act	Rtt109 Vps75	DAGLB inh	CAL PDZ FP
CCOc1ccccc1NC1c2ccccc2C(=O)N1Cc1ccco1 (stereo unspecified)	-9	1.3	9	0	-2.7	-2.2	-7	-4	-1	1.2
O=C(Nc1ccccc1)c1nc[nH]c1C(=O)N1CCN(c2ccccc2)CC1	0	1.3	0	-16	0.8	0.7	1	-2	1	0.1
COC(=O)c1cc(S(=O)(=O)Nc2nn(C)c3ccccc23)oc1C	-13	0.5	6	18	-1.8	0.9	2	-18	1	0.3
COc1ccc(C(=O)CN2C(=O)c3ccccc3C2=O)c(OC)c1C	5	nt	-6	nt	3.3	3.3	-1	7	-4	-1.8
CC(=O)Nc1ccc(NC(=O)Nc2cccc(Cl)c2)cc1	-6	-0.7	-5	11	-1.2	-0.3	5	-3	0	-1.2
CCN(CC)S(=O)(=O)c1ccc(C(=O)NC(=S)N(CCO)Cc2ccccc2)cc1	-5	-0.6	3	14	-3.2	-1.1	0	-2	3	-0.7
O=C(CSc1cccc[n+]1[O-])Nc1ccccc1Oc1ccccc1	-8	-0.1	3	-22	-1.6	0.2	0	-2	3	0.8
Cc1cc(C)cc(N(C(C)C(=O)N2CCOCC2)S(C)(=O)=O)c1 (stereo unspecified)	3	2.3	-9	11	1.7	2.8	0	3	nt	-0.5
Cc1ccc(SCCC(=O)OC(C(=O)NC(N)=O)C(C)C)cc1 (stereo unspecified)	4	1.7	-4	-11	0.1	1.9	-1	10	0	1.0
CCC(C(=O)Nc1cnccn1)c1ccccc1 (stereo unspecified)	-14	0.7	-10	nt	1.0	1.4	nt	-7	1	-1.9
O=c1oc2ccccc2c(N2CCOCC2)c1[N+](=O)[O-]	-9	3.0	3	11	-1.4	-0.3	-1	-5	0	-3.4
Nc1c(-c2cccc(Cl)c2)cnn1-c1cccc(C(F)(F)F)c1	-8	2.3	3	12	0.2	1.1	nt	2	-5	1.7
COc1ccc(N(C(=O)c2snc(C(N)=O)c2N)C(C(=O)NC2CCCC2)c2ccc(C)o2)c(OC)c1 (stereo unspecified)	-7	0.9	4	-8	-2.3	1.1	-10	24	3	-0.8
CC(=O)Nc1cccc(NC(=O)c2c(-c3ccccc3)noc2C)c1	10	3.5	1	7	0.9	-3.5	nt	6	5	-1.0
COc1ccc(-c2ccc(C(C)=O)cc2)cc1[C@H]1[C@H]2C=CC[C@@H](C)[C@@H]2C(=O)N1Cc1ccccc1	-7	1.9	11	-20	-0.5	3.5	3	0	1	0.0
CN(c1ccccc1)S(=O)(=O)c1cc(C(=O)c2nccn2C)ccc1Cl	-2	3.1	1	32	-0.2	0.4	0	-8	-2	-2.8
COc1ccc(Cc2nnc(NC(=O)C3CCN(C(=O)c4ccco4)CC3)s2)cc1	-9	2.8	5	3	-0.2	3.8	0	-7	1	-1.3
Cn1nc(C(=O)Nc2ccc(S(=O)(=O)N3CCOCC3)cc2)c2ccccc2c1=O	-4	1.6	5	6	1.4	5.8	-1	13	4	-4.2
COc1ccc(CNC(=O)c2ccc3c(=O)n(-c4ccccc4)c(=O)[nH]c3c2)cc1	-13	nt	-9	-66	-2.8	1.5	nt	0	-2	-2.4
COc1ccc(NC2c3ccccc3C(=O)N2Cc2ccccc2Cl)cc1OC (stereo unspecified)	-6	0.0	-8	7	-1.0	3.0	2	14	0	-0.1
O=C(NNc1c(Cl)cc(Cl)cc1Cl)c1cccc([N+](=O)[O-])c1	-6	5.0	3	-84	2.3	2.2	nt	8	1	-2.5
CCOC(=O)N1CCN(C(=O)c2cc3c(-c4cccc(OC)c4)nn(C)c3s2)CC1	-4	-0.9	7	-18	-2.5	3.3	-2	10	-1	-2.7
CCC(CC)c1nnc(NC(=O)CN2C(=O)NC3(CCCC3)C2=O)s1	-13	2.2	-2	-10	1.3	2.5	-5	-10	-1	-3.2
Cc1cc(C)nc(/N=C2\NC(=O)CC(C(=O)O)N2c2ccc(Oc3ccccc3)cc2)n1 (stereo unspecified)	-7	1.4	2	5	1.1	-2.5	-6	1	1	-4.4
O=C(N/N=C/c1ccc([N+](=O)[O-])o1)c1cccc(S(=O)(=O)N2CCOCC2)c1	-13	1.7	-11	10	0.9	4.2	-2	-13	1	-2.1
Cc1ccc(S(=O)(=O)NCC(=O)N(CC(=O)NC2CCCCC2)Cc2ccco2)cc1	13	0.9	4	17	-3.3	2.4	-1	nt	-4	-2.0
O=S(=O)(N1CCCCC1)N1CCN(c2ccccc2F)CC1	9	2.1	?	4	-0.2	2.5	nt	24	-3	-2.5
CCCOc1cc(CN2CCCCC2)cc(C(C)=O)c1	-8	2.5	0	nt	0.9	1.2	-3	-5	1	1.3
CC(c1ccccc1)n1c(SCC(=O)Nc2ccccc2)n[nH]c1=O (stereo unspecified)	-5	-0.4	-9	4	-0.5	2.2	-3	-5	0	-0.7
COC(=O)c1sccc1-c1ccc(/C=N/OCc2c(Cl)cccc2Cl)o1	-15	1.8	-1	nt	0.0	3.9	nt	nt	1	-1.3
O=C(c1ccc(N2C(=O)C3C4c5ccccc5C(c5ccccc54)C3C2=O)cc1)N1CCOCC1 (stereo unspecified)	-6	2.0	0	4	-2.1	-0.5	nt	-3	1	-1.2
COc1ccc2oc(=O)c(C(=O)NCc3ccco3)cc2c1	-10	-0.5	-4	26	-1.3	1.4	8	-2	3	-1.3
CCOc1cc(C2C(C(=O)OC)=C(C)N=C3SCCC(=O)N32)ccc1OC(C)=O (stereo unspecified)	5	2.4	1	8	1.4	1.3	nt	11	-3	0.2
Cc1ccc(S(=O)(=O)Nc2nonc2C)cc1	-17	-0.3	1	21	1.4	0.9	nt	-4	-1	-0.1
Cc1nn(Cc2ccc(Cl)c(Cl)c2)c(C)c1NC(=O)c1noc2c1CCCCC2	4	2.2	4	4	-0.5	-1.3	nt	2	0	-0.6
OC(CN1CCN(c2ncc(C(F)(F)F)cc2Cl)CC1)c1ccccc1 (stereo unspecified)	-6	0.2	4	-11	-3.9	-0.6	-1	-12	-16	-0.3
Cc1nn2c3c(cnc2c1-c1ccc(Cl)cc1)C(=O)CC(c1ccco1)C3 (stereo unspecified)	-10	3.0	-4	8	2.0	1.4	-6	2	2	-2.5
C=CCC(NC(C)c1ccccc1)c1ccco1 (stereo unspecified)	-1	3.3	-4	-3	-0.5	0.6	nt	1	1	0.3
CC(C)(C)c1ccc(NC(=O)C2CCCN(c3cnccn3)C2)cc1 (stereo unspecified)	2	2.9	-2	-8	-0.5	1.9	-1	1	-1	-3.1
CC(C)(C)c1ccc(S(=O)(=O)NCC(=O)Nc2ccc(-c3nc4ccccc4s3)cc2)cc1	-5	1.7	-8	-10	0.3	4.8	nt	-4	-1	0.1
Cn1c(CNC(=O)OC(C)(C)C)nnc1SCC(=O)N1CCOCC1	-20	4.0	-6	-6	-1.7	1.9	2	-9	1	0.1
CCOc1cc(N2CCOCC2)c(OCC)cc1NC(=O)COC(=O)/C=C/c1ccc(OC(F)F)cc1	-18	1.4	-3	nt	1.5	2.1	-1	0	-1	-2.5
COc1cccc(NC(=O)CN(C)CC(=O)Nc2ccc(Br)cc2)c1	-17	-3.5	-4	11	-2.4	0.8	-1	-4	-1	-1.6
CC(C)(C)NC(=O)NC(=O)COC(=O)c1ccc(OC(F)(F)F)cc1	-9	2.9	3	-2	0.0	1.6	-5	6	2	-1.0
COc1cc2c(cc1OC)CN(C(=O)Cc1c(F)cccc1Cl)CC2	7	0.3	-7	-21	-2.2	-1.8	22	5	-2	-0.2
CC(C)OCCCn1c(=S)[nH]c2cc3c(cc2c1=O)OCO3	-13	3.4	-1	32	1.5	0.3	4	-6	0	-0.5
O=P(Nc1ccccc1)(Nc1ccccc1)c1ccccc1	2	1.3	5	nt	nt	nt	-2	8	1	0.5
COc1cc(OC)cc(C(=O)NCCn2ccc3ccccc32)c1	-7	3.8	-8	-16	-0.8	0.7	-3	5	1	-0.9
O=C(COC(=O)c1cc(=O)[nH]c2ccccc12)Nc1ccc(Cl)cn1	-10	-0.1	-4	8	-0.5	0.8	7	-9	4	-3.4
CC(NC(=O)C(=O)NN=C1CCC(C(C)(C)C)CC1)c1ccccc1 (stereo unspecified)	-9	2.9	0	-15	-1.4	-0.3	-1	5	-1	-2.5
O=C(COc1ccccc1)Nc1cccc(-c2nc3cc4ccccc4cc3[nH]2)c1	-3	6.4	2	nt	3.9	6.0	nt	-4	-2	nt
COCCn1cnnc1SCC(=O)Nc1sccc1C(N)=O	-13	2.1	-5	1	2.6	-0.5	-1	1	2	-1.1
COc1ccc(NC(=O)Nc2cc3oc4ccccc4c3cc2OC)cc1	1	2.9	0	17	-2.0	0.0	0	-3	15	-4.0
Cc1c(CCOC(=O)C23CC4CC(CC(C4)C2)C3)sc[n+]1CC#N	-10	4.4	-5	-25	-1.8	-0.9	-2	-2	0	-0.9
Cn1nnnc1Sc1ncnc2scc(-c3ccc(Br)cc3)c12	2	0.6	12	nt	-1.7	0.1	-21	-2	1	0.4
CCOC(=O)c1c(C)[nH]c(C(=O)COC(=O)CCC(=O)c2ccc3c(c2)OCCO3)c1C	-9	3.4	3	nt	-1.8	0.9	4	2	-4	nt
c1ccc2c(c1)nc(N1CCOCC1)c1nnnn12	-7	0.9	-6	-27	-2.5	-0.9	7	7	1	-0.3
COC(=O)Cn1c(=NC(=O)c2ccc(S(=O)(=O)N3CCc4ccccc4C3)cc2)sc2cc(OC)ccc21	9	2.2	-3	4	2.6	1.0	0	1	-3	-0.5
COc1cccc(C2CCCN2Cc2nc(-c3sccc3C)oc2C)c1 (stereo unspecified)	-6	0.5	-3	-9	2.4	1.4	0	-2	-7	-1.2
CC1=C(C(=O)OC2CCCCCCC2)C(c2ccc(O)cc2)NC(=O)N1 (stereo unspecified)	-7	2.4	2	-72	1.2	0.6	1	10	5	-2.1
O=C(Cn1cnc2scc(-c3ccccc3)c2c1=O)NCc1ccco1	-7	2.2	17	nt	-0.3	-0.3	-5	2	3	-4.6
COc1cccc(CN(C)C(=O)c2ccc3nccnc3c2)c1	-5	0.6	-6	24	-0.7	3.5	nt	3	-2	-4.3
CCC(CC)c1nnc(NC(=O)C2CCCO2)s1 (stereo unspecified)	-11	-0.2	-8	36	-1.4	0.5	1	0	-1	-0.1

Fetched one by one from the entries so far, 2 records:
SMILES	PvdQ inh	phage Ecoli inh	Tat export inh	PfHsp90 yeast 2	Ecoli viability	AddAB inh	Wnt bcat act	Rtt109 Vps75	DAGLB inh	CAL PDZ FP
c1ccc2c(c1)nc(N1CCOCC1)c1nnnn12	-7	0.9	-6	-27	-2.5	-0.9	7	7	1	-0.3
COC(=O)Cn1c(=NC(=O)c2ccc(S(=O)(=O)N3CCc4ccccc4C3)cc2)sc2cc(OC)ccc21	9	2.2	-3	4	2.6	1.0	0	1	-3	-0.5
